mIDH1 inhibitor: qHTS for Inhibitors of mutant isocitrate dehydrogenase 1 (IDH1): qHTS | 390,000 compounds, 0.093% hits | IDH1-R132H enzyme, NADPH consumption, diaphorase/resazurin fluorescence | Potency, µM (top dose mostly 76.6 µM), for inactives: top-dose activity change, negative = inhibition, hits mostly inhibitors | AID 602179, 2012; note: potency is the fitted concentration of half-maximal effect; % is set by controls: 0 for no effect and ±100 for the full control effect; nearly all actives have a fitted effect of over 65% in size
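IDH1-R132H (0.5 ug/mL) preincubated 30 min with compound, then NADPH (0.016 mM) and alpha-KG (2 mM) added; 80 min at RT, pH 7.5. Remaining NADPH coupled via diaphorase/resazurin to fluorescence (540/590 nm); concentration-response curves normalized to no-enzyme control.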
D2 antag: HTS Assay for Allosteric Antagonists of the Human D2 Dopamine Receptor: Primary Screen for Antagonists; D(2) dopamine receptor (Homo sapiens), P14416; HEK293 TREx D2 cells, calcium flux, dopamine EC80; inhibition, % at 10 µM; 340,000 compounds, 2% hits; in the data active = inhibition above about 30%; note: 0% is about no effect
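Cells plated overnight at 30 C with tetracycline; no-wash calcium dye, 30–90 min RT; 10 s baseline; compound pinned; 180 s read; EC80 dopamine added; another 180 s read.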
D2 agonist: HTS Assay for Allosteric Agonists of the Human D2 Dopamine Receptor: Primary Screen for Agonists | activation, % at 2 µM | AID 485358, 2010 | 340,000 compounds, 0.53% hits | D(2) dopamine receptor (Homo sapiens), P14416 | HEK293 T-REx D2 cells, calcium flux agonist mode;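 active = activation over 3 SD above normal in the single-dose calcium agonist read, cut at about 30% in these data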; note: 0% is about no effect
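Tetracycline-induced HEK293 T-REx cells with force-coupled D2 receptor, plated overnight at 30 C, loaded with no-wash calcium dye. After a 10 s baseline, compound was pin-added and calcium flux read kinetically for 180 s; calcium rises flagged agonists.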
TrxR1 substrate: qHTS Assay for Substrates of Mammalian Selenoprotein Thioredoxin Reductase 1 (TrxR1): qHTS; Potency, µM (doses to about 114 µM), for the others: top-dose activity change, negative = substrate turnover; Thioredoxin reductase 1, cytoplasmic (Rattus norvegicus), O89049; purified TrxR1 substrate turnover, NADPH consumption readout; 390,000 compounds, 0.01% hits; note: potency is the fitted concentration of half-maximal effect; % is set by controls: 0 for no effect and ±100 for the full control effect; nearly all actives have a fitted effect of over 50% in size
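Rat TrxR1, dispensed at 90 nM, was prereduced with 400 uM NADPH (final) for 5 min at ~22 deg C, then incubated with compound 15 min before 400 uM selenite. A first-read NADPH fluorescence drop versus no-compound background flagged substrates.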
TrxR1 inh: qHTS Assay for Inhibitors of Mammalian Selenoprotein Thioredoxin Reductase 1 (TrxR1): qHTS; 390,000 compounds, 1% hits; Thioredoxin reductase 1, cytoplasmic (Rattus norvegicus), O89049; recombinant rTrxR1, NADPH fluorescence consumption, selenite substrate; Potency, µM (titrated, usually from 114 µM), for inactives: top-dose activity change, negative = inhibition, most hits filed as inhibitors; AID 588453, 2011; note: potency is the fitted concentration of half-maximal effect; % is set by controls: 0 for no effect and ±100 for the full control effect; nearly all actives have a fitted effect of over 65% in size
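Rat TrxR1 (90 nM in the dispensed reagent) was pre-reduced with 400 uM NADPH for 5 min at room temperature, then incubated with compound for 15 min. After 400 uM selenite was added, NADPH fluorescence (Ex 340/Em 450 nm) was followed for 8 min.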
TRHR agonist: qHTS for Small Molecule Agonists and Allosteric Enhancers of Human TRH Receptor: Primary Screen for Agonists | activation, % at 2 µM | AID 493084, 2011 | TRHR cells, calcium flux fluo-8, FDSS agonist mode | 360,000 compounds, 0.18% hits | Thyrotropin-releasing hormone receptor (Homo sapiens), P34981; in the data active = activation above about 30%; note: 0% is about no effect
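In this calcium-flux screen, cells bearing human TRHR are dye-loaded with fluo-8, baselined for 10 cycles, then exposed to library compounds; positive kinetic calcium responses during the agonist phase mark hits, with TRH as control.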
USP1-UAF1 inh: Inhibitors of USP1/UAF1: Primary Screen; Ubiquitin carboxyl-terminal hydrolase 1 (Homo sapiens), O94782; recombinant USP1/UAF1, Ub-Rhodamine cleavage fluorescence; Potency, µM (doses to about 57.1 µM), inactives show at the highest dose activity change, negative = inhibition, actives largely listed as inhibitors; 390,000 compounds, 0.23% hits; AID 743255, 2014; note: potency is the fitted concentration of half-maximal effect; % is set by controls: 0 for no effect and ±100 for the full control effect; nearly all actives have a fitted effect of over 60% in size; inactives centre near -12
Target sequence (O94782 whole entry, looked up): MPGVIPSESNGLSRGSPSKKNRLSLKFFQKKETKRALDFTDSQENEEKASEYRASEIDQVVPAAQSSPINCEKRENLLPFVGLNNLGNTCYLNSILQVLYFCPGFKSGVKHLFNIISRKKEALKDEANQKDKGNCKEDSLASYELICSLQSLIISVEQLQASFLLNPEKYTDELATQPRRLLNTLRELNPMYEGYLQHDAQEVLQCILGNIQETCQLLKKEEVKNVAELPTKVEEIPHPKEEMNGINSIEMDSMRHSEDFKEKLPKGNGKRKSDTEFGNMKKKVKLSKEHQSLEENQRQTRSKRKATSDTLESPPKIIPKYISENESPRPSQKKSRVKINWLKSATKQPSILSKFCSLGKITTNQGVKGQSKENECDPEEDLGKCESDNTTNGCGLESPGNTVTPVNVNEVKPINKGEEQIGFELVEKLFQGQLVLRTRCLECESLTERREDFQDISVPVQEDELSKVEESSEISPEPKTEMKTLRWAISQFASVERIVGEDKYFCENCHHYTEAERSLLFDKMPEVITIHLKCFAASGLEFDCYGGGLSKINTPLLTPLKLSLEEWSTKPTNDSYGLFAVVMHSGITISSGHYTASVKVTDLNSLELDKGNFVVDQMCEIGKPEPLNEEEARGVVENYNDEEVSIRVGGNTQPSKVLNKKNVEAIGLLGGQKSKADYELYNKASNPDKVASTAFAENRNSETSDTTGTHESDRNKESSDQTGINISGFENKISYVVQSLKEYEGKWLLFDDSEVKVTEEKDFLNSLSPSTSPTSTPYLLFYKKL
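In this screen, compounds sit with the deubiquitinase complex (1nM) for 15 min at room temperature before Ub-Rho is added at 150nM final. Fluorescence rise is then followed for 6 reads every 60 seconds.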
TRHR enhancer: qHTS for Small Molecule Agonists and Allosteric Enhancers of Human TRH Receptor: Primary Screen for Enhancers | Thyrotropin-releasing hormone receptor (Homo sapiens), P34981 | TRHR cells, fluo-8 calcium fluorescence, EC20 TRH enhancement | enhancement, % at 2 µM | 360,000 compounds, 0.66% hits | AID 493056, 2011; in the data active = enhancement above about 30%; note: 0% is about no effect
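Enhancer read-out: after compound pinning and an initial kinetic agonist-mode read, an EC20 of TRH (10 nM final) was injected and fluo-8 calcium signal (Ex 480/Em 530) followed at 1 s/cycle for 100 cycles in TRHR-expressing cells.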
PI4K2A inh: qHTS for small molecular inhibitors of PI4K2A; Phosphatidylinositol 4-kinase type 2-alpha (Homo sapiens), Q9BTU6; purified PI4K2A, ADP-Glo luminescence, 1 h; hits give low values; activity change, negative = inhibition, % at 76.9 µM; 420,000 compounds, 0.13% hits; in the data active = activity change below about -50%; inconclusive = mostly about -30% to -49%;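 note: -100% = wells without enzyme as full effect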
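PI4K2A activity was measured by ADP-Glo luminescence: enzyme (4 ug/mL stock) and phosphatidylinositol (1.2 mM stock) in Tris pH 7.5/MgCl2/EGTA/Triton X-100 buffer were reacted with ATP (300 microM stock) for one hour at ambient temperature.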
Active calls of the source: *; ? = inconclusive; / = not tested or not shown; & = joins results of further samples; [ ] = remark or other dose. Unless noted, calls come from the whole dose curve; as a rule, active = well fitted inhibition curve with a large enough effect; inconclusive = small, poorly fitted or top-dose-only effect; inactive = no such curve, though single readings can be large or run the other way.

#	SMILES	mIDH1 inhibitor	D2 antag	D2 agonist	TrxR1 substrate	TrxR1 inh	TRHR agonist	USP1-UAF1 inh	TRHR enhancer	PI4K2A inh
1	CN(C(=O)Nc1cccc(C(F)(F)F)c1)C1CCCCC1	9%	2	0.1	-1%[57.1 µM]	10%[57.1 µM]	-0.7	5%	9	1
2	O=C(NCC1CCCO1)C(=O)NCC(c1ccco1)N1CCN(c2ccccc2F)CC1 (stereo not given)	0%	48*	58*	5%[57.1 µM]	7%[57.1 µM]	-0.3	-9%	5	-1
3	Cc1ccc2oc(C(=O)Nc3nnc(CC(C)C)s3)cc(=O)c2c1	0%	/	/	-10%	3%	0.3	-14%	-4	4
4	Cc1ccc(OCC(=O)Nc2ccc([N+](=O)[O-])cn2)cc1C	-1%	/	/	-1%	5%	/	4%	/	-9
5	CCn1c(CNc2ccc(OC)cc2)nnc1SCC(=O)N1CCCc2ccccc21	2%	18	0.5	3%[57.1 µM]	8%[57.1 µM]	-1.1	-16%	-12	6
6	CC(=O)Nc1ccc(CN2CCc3c([nH]c4ccccc34)C2C(C)(C)C)cc1 (stereo not given)	-10%	2	0.3	8%	?	0.1	-12%	0	-11
7	COc1ccc(S(=O)(=O)NCc2ccc(C(=O)NCc3ccccc3)cc2)cc1	-5%	/	-0.8	-10%	1%	0.1	-18%	2	0
8	CC1CCCC(NC(=O)COC(=O)c2ccc(N(C)C)cc2)C1C (stereo not given)	7%	14	0.2	17%	22%	-0.5	-20%	2	0
9	Cc1ccc(S(=O)(=O)N2CCC(C(=O)N/N=C/c3ccccc3[N+](=O)[O-])CC2)cc1	1%	-9	-1.5	-5%	-6%	-0.8	-25%	-3	-8
10	O=C(Nc1c2c(nn1-c1ccccc1)CS(=O)C2)c1ccc(Br)o1 (stereo not given)	-3%	-6	-0.1	-1%	-6%	0.1	-8%	3	-2
11	Cc1ccc(CNC(=O)CCCc2ccccc2)cc1	-1%	-3	-0.5	-6%	18%[57.1 µM]	-1.2	-11%	4	-1
12	CC[C@]12c3[nH]c4ccccc4c3CCN1C(=O)C(CC(=O)NCCCn1ccnc1)C[C@@H]2C(=O)N1CCN(C(=O)C2CC2)CC1 (stereo not given in full)	-10%	/	/	2%	15%	/	-6%	/	1
13	O=C(CCNS(=O)(=O)c1ccc(Cl)cc1)N1CCN(Cc2ccccc2)CC1	1%	0	-0.6	-5%	-2%	-0.9	-11%	1	0
14	CCOC(=O)c1c(C)oc(C)c(C(=O)OCC)c1=O	0%	-6	1.6	6%	13%	1.0	-21%	-10	1
15	O=C1CCCC2=C1C1(CCCCC1)N=C(Nc1nc3ccccc3o1)N2	-2%	1	1.1	6%	16%	-0.6	-16%	-4	3
16	O=S(=O)(NCc1cccnc1)c1ccc(Cl)c(Cl)c1	12%	13	0.1	-7%	-12%	0.0	-7%	0	4
17	COc1ccc(C)cc1NC(=O)c1ccc(CN2CCN(c3ccccc3)CC2)cc1	4%	89*	80*	6%	12%	0.1	-15%	3	-6
18	CCCc1cc(=O)oc2c(CN3CCCC3)c(O)ccc12	7%	-4	2.2	/	?	-0.3	-12%	-1	5
19	Clc1cccc(OCCN2CCCC2)c1	3%	26	0.4	6%[57.1 µM]	9%[57.1 µM]	1.5	0%	1	1
20	COc1cccc(C(=O)Nc2nnc(-c3cccs3)o2)c1	-1%	0	-0.1	-9%	-5%	0.1	-14%	18	-12

Reprinted from the part before: 5 entries; new compounds follow.
#	SMILES	mIDH1 inhibitor	D2 antag	D2 agonist	TrxR1 substrate	TrxR1 inh	TRHR agonist	USP1-UAF1 inh	TRHR enhancer	PI4K2A inh
16	O=S(=O)(NCc1cccnc1)c1ccc(Cl)c(Cl)c1	12%	13	0.1	-7%	-12%	0.0	-7%	0	4
17	COc1ccc(C)cc1NC(=O)c1ccc(CN2CCN(c3ccccc3)CC2)cc1	4%	89*	80*	6%	12%	0.1	-15%	3	-6
18	CCCc1cc(=O)oc2c(CN3CCCC3)c(O)ccc12	7%	-4	2.2	/	?	-0.3	-12%	-1	5
19	Clc1cccc(OCCN2CCCC2)c1	3%	26	0.4	6%[57.1 µM]	9%[57.1 µM]	1.5	0%	1	1
20	COc1cccc(C(=O)Nc2nnc(-c3cccs3)o2)c1	-1%	0	-0.1	-9%	-5%	0.1	-14%	18	-12
21	Oc1ccc(Br)cc1/C=N/n1c(COc2ccccc2)n[nH]c1=S	-6%	-5	0.0	-2%	1%	-0.2	-15%	-5	-1
22	O=S(=O)(Nc1ccncc1)c1ccccc1	7%	-5	-0.2	-7%[57.1 µM]	12%[57.1 µM]	0.9	-19%	-1	-2
23	COCCn1c(N)c(N(Cc2ccccc2)C(=O)c2oc3ccccc3c2C)c(=O)[nH]c1=O	3%	27	-0.4	-4%[57.1 µM]	16%[57.1 µM]	-0.3	-14%	3	-2
24	CC(=O)c1ccc(S(=O)(=O)NCCC(=O)OCC(=O)N(Cc2ccccc2)C(C)(C)C)cc1	1%	10	0.1	-6%	8%	-0.1	-2%	-2	8
25	CNC(=S)N1C2CCCC1CC(NC(=O)c1ccc(C)cc1)C2 (stereo not given)	2%	/	/	-4%	-9%	/	-1%	/	2
26	O=C(O)[C@@H]1CCCN1C(=O)c1ccccc1N1C(=O)[C@@H]2Cc3c([nH]c4ccccc34)C(c3cccc(Cl)c3)N2C1=O (stereo not given in full)	3%	-1	0.7	0%	-5%	0.0	1%	12	-1
27	Cn1nc(C(C)(C)C)c(NC(=O)c2sccc2Cl)c1C(C)(C)C	0%	-9	0.4	2%	16%	-0.1	-19%	-1	-2
28	CC(NC(=O)COC(=O)c1cc(Cl)ccc1O)C1CC2CCC1C2 (stereo not given)	-1%	-12	0.9	17%	18%	2.3	-11%	-3	-5
29	NC(=O)CC(NC(=O)c1ccc(Cl)cc1)C(=O)NCCc1ccc(S(N)(=O)=O)cc1 (stereo not given)	-13%	10	-0.4	3%[57.1 µM]	5%[57.1 µM]	0.6	3%	25	4
30	COC(=O)c1c(C)[nH]c(C)c1-c1ccc([N+](=O)[O-])cc1	-11%	-15	0.0	-11%	5%	0.2	0%	8	-3

Going on with the list.
No.	mol	mIDH1 inhibitor	D2 antag	D2 agonist	TrxR1 substrate	TrxR1 inh	TRHR agonist	USP1-UAF1 inh	TRHR enhancer	PI4K2A inh
31	CCNc1nc(NCC)n2c(SCC(=O)Nc3ccc(OC(F)F)cc3)nnc2n1	1%	/	/	5%	13%	0.1	-4%	-1	-2
32	CC(=O)Nc1ccc(S(=O)(=O)NCCC(=O)NCCOc2ccccc2)cc1	8%	-3	15	-3%	18%	0.6	-11%	-1	5
33	CC(C)=CCc1c(C)nc2ccccc2c1C(=O)O	10%	-2	-0.2	13%[57.1 µM]	24%[57.1 µM]	0.4	-6%	-3	5
34	Cc1csc(C2=C(O)CN(c3ccc4c(c3)OCCOCCOCCOCCO4)C2=N)n1	4%	17	-0.1	-12%	-36%	0.8	-7%	-1	1
35	Cc1ccc(CNC(=O)CSc2c3c(nc4cc(Cl)ccc24)CCCC3)o1	10%	-1	0.1	-4%	14µM*	-0.6	-19%	1	-5
36	CC(=O)N1CCC(=NNc2nc3ccccc3s2)CC1	-8%	9	1.2	1%	9%	-0.1	-12%	-3	-6
37	O=C(O)CC1S/C(=N\N=C/c2ccccc2)N(c2ccc(O)cc2)C1=O (stereo not given)	4%	1	-0.3	4%	12%	0.4	1%	-4	3
38	Brc1ccc2c(c1)CNc1c(ncnc1N1CCOCC1)O2	7%	-9	0.7	4%	15%	-0.4	-6%	6	1
39	CC(C)(C)c1ccc(C(=O)NNc2ncnc3c2cnn3-c2ccccc2)cc1	-1%	/	-1.2	-1%[57.1 µM]	12%[57.1 µM]	-0.3	1%	2	1
40	Cc1ccc(C2=CSC3=NCCN23)c(C)c1	0%	-5	-0.7	-9%	-9%	-0.7	-8%	2	3
41	CNC(=O)c1cc(Oc2ccc(NC(=O)Nc3ccc(Cl)c(C(F)(F)F)c3)cc2)ccn1	-7%[38.3 µM]	-10	0.8	-7%&-8%	19%&-4%	0.6	-13%	-4	3&-1

Hits appear at their usual frequency; 3.9% or so of the library scored in one or more.
